Compound activity deposited in PubChem by several laboratories.
Furin inh: human furin inhibitors, primary screen, biochemical, fluorescence intensity | purified furin, fluorogenic substrate cleavage | AID 463115, 2010 | inhibition, % at 30 µM | hit rate 0.061% among 220,000; in the data active = inhibition above about 25%; note: inactives centre near -15
14-3-3 Bad inh: inhibitors of 14-3-3 zeta/Bad binding, primary screen, biochemical, TR-FRET, bovine 14-3-3 zeta; 14-3-3 protein zeta/delta (Bos taurus), P63103; TR-FRET 14-3-3zeta/Dy647-pBad peptide displacement, 1 h; inhibition, % at 21.7 µM; hit rate 0.71% among 220,000;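 active = inhibition above about 70%, limit read from the data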;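 note: 0% = full 14-3-3 plus peptide FRET controls and 100% = background without 14-3-3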
EBV gp42 block: Epstein-Barr virus gp42 inhibitors, primary screen, biochemical, uHTS, fluorescence polarization; inhibition, % (tested at 21.74 µM); hit rate 0.42% among 220,000; Fluorescence polarization binding assay, mP read-out; in the data active = inhibition above about 50%
Target sequence (Q1HVG2 whole entry, looked up): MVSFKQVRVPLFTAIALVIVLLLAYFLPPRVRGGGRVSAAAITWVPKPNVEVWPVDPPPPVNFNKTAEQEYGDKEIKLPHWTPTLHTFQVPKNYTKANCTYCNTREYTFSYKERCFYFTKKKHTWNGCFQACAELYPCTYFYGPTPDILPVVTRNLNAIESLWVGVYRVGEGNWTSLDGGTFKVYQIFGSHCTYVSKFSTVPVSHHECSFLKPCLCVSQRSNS
Rad51 HR inh: human RAD51 strand exchange inhibitors, primary screen, biochemical, fluorescence; hit rate 0.085% among 200,000; DNA repair protein RAD51 homolog 1 (Homo sapiens), Q06609; inhibition, % at 10 µM; hRad51 DNA strand exchange, fluorescence dequenching;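 active = inhibition above 40% at the single screening dose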;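 note: 0% = DMSO control wells and 100% = blanks with heterologous ssDNA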
Target sequence (Q06609 whole entry, looked up): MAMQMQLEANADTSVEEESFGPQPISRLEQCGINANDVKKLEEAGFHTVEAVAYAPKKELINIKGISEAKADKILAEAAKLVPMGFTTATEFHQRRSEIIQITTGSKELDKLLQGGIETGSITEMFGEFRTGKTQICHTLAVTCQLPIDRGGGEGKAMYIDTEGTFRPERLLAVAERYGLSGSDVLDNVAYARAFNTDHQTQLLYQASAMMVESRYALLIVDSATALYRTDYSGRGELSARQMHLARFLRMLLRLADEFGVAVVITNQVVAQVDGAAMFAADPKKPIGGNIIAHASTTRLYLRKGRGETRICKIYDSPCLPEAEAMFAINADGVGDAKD
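material = hRad51 filaments on single-stranded DNA | timing = filaments 15 min 37 °C, then compound 30 min | signal = FRET fluorescence dequenching, excitation 485 nm, emission 520 nm | benchmarks = control wells and blank wells on each plate | evaluation = percent inhibition relative to plate controls and blanks | compound = 10 µM final, single point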
eIF4E 4G PPI: eIF4E–eIF4G protein interaction inhibitors, primary screen, biochemical, uHTS, TR-FRET, eIF4GI fragment; TR-FRET eIF4E-eIF4GI(517-606) binding, 2 h; inhibition, % at 21.7 µM; hit rate 0.37% among 220,000; AID 782, 2007;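 note: 0% = full FRET control wells and 100% = background wells lacking eIF4GI fragment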
NCF1 inh: p47phox/p22phox peptide binding inhibitors, primary screen, biochemical, uHTS, NADPH oxidase regulatory subunit; AID 1274, 2008; hit rate 0.53% among 220,000; fluorescence polarization, 2 h; inhibition, % at 24.7 µM;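 note: 0% = p47phox with labelled peptide and 100% = labelled peptide alone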
Target sequence (P14598 whole entry, looked up): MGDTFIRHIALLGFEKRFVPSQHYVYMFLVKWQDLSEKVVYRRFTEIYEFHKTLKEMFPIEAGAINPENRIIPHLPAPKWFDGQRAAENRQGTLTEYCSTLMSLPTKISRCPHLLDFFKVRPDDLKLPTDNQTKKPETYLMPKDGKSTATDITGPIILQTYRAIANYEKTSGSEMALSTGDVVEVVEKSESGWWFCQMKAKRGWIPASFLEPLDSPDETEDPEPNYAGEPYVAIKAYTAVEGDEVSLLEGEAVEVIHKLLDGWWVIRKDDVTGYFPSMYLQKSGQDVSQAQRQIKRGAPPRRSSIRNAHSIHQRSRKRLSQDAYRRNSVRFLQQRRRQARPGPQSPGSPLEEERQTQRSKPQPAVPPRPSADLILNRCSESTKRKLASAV
thrombin 1536: human alpha-thrombin inhibitors, primary screen, counter-screen for coagulation protease inhibitor project, biochemical, 1536-well, fluorogenic AMC substrate; Prothrombin (Homo sapiens), P00734; Boc-VPR-AMC fluorogenic substrate cleavage; inhibition, % at 5 µM; hit rate 0.26% among 220,000; AID 1046, 2008;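 active = inhibition at or above 40%; inactive = inhibition below 40%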;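 note: 0% = enzyme with no compound and 100% = wells without enzyme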
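System – human alpha-thrombin protein · Reagent – Boc-VPR-AMC substrate, 15 µM final · Compound – 5 µM single dose in 0.2% DMSO · Schedule – reaction at room temperature · Technique – AMC fluorescence at 355 nm excitation and 460 nm emission · Read-out basis – % inhibition relative to enzyme controls and enzyme-free blanks · Control set – no-compound enzyme wells and no-enzyme blanks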
hK5 inh: human KLK5 protease inhibitors, primary screen, biochemical, 1536-well; Kallikrein-5 (Homo sapiens), Q9Y337; recombinant hK5, fluorogenic AMC substrate cleavage; inhibition, % at 5 µM; hit rate 0.59% among 210,000; AID 873, 2007;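 active = inhibition of 40% or more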;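 note: 0% = enzyme controls without compound and 100% = no-enzyme blanks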
Cl transport mod: KCC2 cotransporter modulators, thallium flux, primary screen, cell-based, HEK293 KCC2, FluoZin-2 fluorescence, MLSMR | Solute carrier family 12 member 5 (Homo sapiens), Q9H2X9 | KCC2 cells, thallium flux FluoZin-2 fluorescence | AID 1456, 2008 | B-score of Tl+ flux slope (higher = more flux/activation; lower = inhibition) at 10 µM | hit rate 2.2% among 190,000;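 active = thallium flux slope and its plate-corrected score both differing from the plate sample mean at a set confidence after two filtering rounds, in either direction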;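 note: slope of fluorescence scaled to starting intensity during 10 to 20 s after thallium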
* = called active by the depositor; . = not tested or not shown; [ ] = another dose, or the depositor's remark.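 Rule for the calls, unless noted: active = inhibition above about 30% (limit read from the data); inactive = the rest.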

SMILES	Furin inh	14-3-3 Bad inh	EBV gp42 block	Rad51 HR inh	eIF4E 4G PPI	NCF1 inh	thrombin 1536	hK5 inh	Cl transport mod
O=C(NNC(=S)NC1CCCCC1)c1cccc(S(=O)(=O)Nc2ccccc2Cl)c1	-17	-5	-9	-7	8	-10	-6	-73	0.082
C/C(CC(=O)Nc1ccc(C)c(Cl)c1)=N\NC(=O)c1ccco1	-12	0	-8	.	0	0	-3	-2	-0.55
O=[N+]([O-])c1cccc(-c2ccc(/C=N/NC(=S)Nc3cccc(F)c3)o2)c1	-19	-5	-18	.	-1	-8	4	-17	1.5
COC(=O)c1[nH]c2ccc(F)cc2c1NC(=O)CCN1CCN(C(=O)c2ccco2)CC1	-18	-7[fluorescence artefact?]	-21	-4	4	-11	-6	-4	.
CCCCCCN(C(=O)CCCCCN1C(=O)NC(c2ccc([N+](=O)[O-])cc2)C(C(=O)OCc2ccccc2)=C1C)C(C(=O)NCCCC)c1ccc(OCC(=O)OC)c(C(=O)OC)c1 (stereo not drawn)	-19	1	-20	.	-8	-10	-3	-1	-1.7
Cc1sc2ncn(CC(=O)NCc3ccco3)c(=O)c2c1-c1ccc(F)cc1	-25	0	-18	.	5	-20	-3	-1	-0.45
O=C1c2cccc3cccc(c23)C(=O)N1CCN1CCN(C(=S)Nc2ccc(F)cc2)CC1	-6	8	-3	-3	-3[fluorescence artefact?]	11	-6	-23	-0.0024
Cc1ccc(-c2c(C(=O)N(C)Cc3ccccc3)oc(=O)c3ccccc23)cc1	-5	0	13	-2	3	-5	-11	-17	-0.4
COc1cc(/C=C2\C(=O)N(c3ccc(S(N)(=O)=O)cc3)N=C2C)ccc1OC(=O)c1ccco1	-21	63	8	3	7	5	-8	-5	0.62
COC(=O)CSc1ccc(S(=O)(=O)N2CCC(C)CC2)cc1[N+](=O)[O-]	-18	3	6	.	9	-3	-1	-8	0.36
CC1(C(=O)Nc2cccc3ccccc23)CC1(Br)Br (stereo not drawn)	-14	1	-14	-3	-3	-11	-1	1	-1.4
CCCN1CNC(=S)N(c2ccccc2OC)C1	-19	-8	-17	-9	1[fluorescence artefact?]	-1	-2	7	0.35
CCC(=O)N(C)CCc1cc2c(c(OC)c1/C=N/NC(=O)c1ccc(Br)cc1)OCO2	-20	-1	-11	.	1[fluorescence artefact?]	-10	-6	-24	-1.5
CC1CN(C(=O)c2ccc(CNS(=O)(=O)c3cccc(C(F)(F)F)c3)cc2)CC(C)O1 (stereo not drawn)	-19[20 µM]	4	-20	4	-1[fluorescence artefact?]	1	-3	-12	0.23
CC(=O)Nc1ccc(NC(=O)CCC(=O)OCC(=O)c2cccc([N+](=O)[O-])c2)cc1	-19	-6	2	2	1	-4	2	0	-0.16
CC(C)(C)C(=O)COC(=O)c1cc(-c2cccnc2)nc2ccccc12	-13	2	-9	-6	3	-14	0	0	-1.2
O=C1c2ccccc2C(=O)C1c1ccc(O)cc1	-12	3	10	4	0	-1	0	-5	0.6
CC(=O)c1ccc(NC(=S)NNC(=O)NC2CCCCC2)cc1	-23	-2	-7	2	0	-9	6	2	-0.16
O=C(OCCN1CCOCC1)c1ccc(OCCN2CCOCC2)cc1	-15[20 µM]	37[fluorescence artefact?]	2	.	7[fluorescence artefact?]	6	-1	4	0.13
CC(=O)Nc1ccc(OC(=O)C(CCS(C)(=O)=O)N2C(=O)c3ccccc3C2=O)cc1 (stereo not drawn)	-12[20 µM]	0	-11	-1	-1[fluorescence artefact?]	-14	2	-33	1.3
COc1ccc(/C=N/n2c(=O)[nH]c3c([nH]c4ccc(F)cc43)c2=O)cc1CN1CCCCC1	-54	3	-11	17	14	-14	0	0	0.51
CC1(C)C(c2cccs2)=[N+]([O-])C2(CCCCC/C2=N\O)N1O (stereo not drawn)	-16[20 µM]	-1	5	6	0	-6	-6	0	-0.5
Cc1cc(O)c(C(C)C)cc1NC(=O)c1ccccc1Cl	-9	-6	-15	0	3[fluorescence artefact?]	-7	-1	-22	0.04
CC(C(=O)Nc1ccccc1C(=O)O)n1c(C(F)(F)F)nc2ccccc21 (stereo not drawn)	-32	1	-6	-1	2	1	-3	3	0.11
CCOc1ccc(S(=O)(=O)NCCC(=O)OCC(=O)c2ccc[nH]2)cc1	-24	-12	-2	-1	1	0	-7	1	-0.3
O=C(c1ccccc1Cl)N1CCC(O)(c2cccnc2)CC1	-18	-6	2	-4	-1	4	-12	0	0.46
C=C(C)C(=O)Nc1cccc(C2=NOC3(C2)C[C@@H](C(N)=O)N(C(=O)C(=C)C)C3)c1 (stereo partly drawn)	-25	35	-9	2	2	4	2	6	0.61
Cc1cc(C)c(N=C2CCCN2Cc2ccccc2)c(C#N)c1	-11[20 µM]	-8	3	-5	6	6	-5	-10	-3.7
CCOC(=O)CSc1nc2cc(OC)ccc2cc1C#N	-19	-26[fluorescence artefact?]	-1	4	-46[fluorescence artefact?]	-11	3	6	.
O=C(N/N=C/c1ccc(O)cc1)c1cc(-c2ccc3c(c2)OCO3)n[nH]1	-14	-6	-4	-8	-1	-16	4	5	0.85
CC(C)N(c1nnc(N)s1)C(C)C	-9[20 µM]	0	-8	-1	-2[fluorescence artefact?]	-11	-1	-11	-0.39
COc1ccc(NC(=O)NNC(=O)c2ccccc2-n2cccc2)cc1OC	-8	-11	10	2	0	0	-6	-20	-1.9
O=C(COC(=O)c1ccc2ccccc2c1)NCCCc1ccccc1	-13	0	0	4	1	-4	-13	-6	-0.28
O=S(=O)(c1ccccc1)N1CCC(O)(CSc2ccc(Cl)cc2)CC1	-32[20 µM]	3	-19	.	3	-29	1	-12	.
CCOc1ccccc1NC(=O)CSc1nc(N)c(C#N)cc1C#N	-5	6[fluorescence artefact?]	-26	6	-7[fluorescence artefact?]	-66	-7	0	0.63
OC(CNCc1ccccc1)(c1ccc(F)cc1)c1ccc(F)cc1	-16[20 µM]	.	1	-1	.	2	-6	-11	-0.57
COCCNC(=S)N1CCN(S(C)(=O)=O)CC1	-11	-2	-16	-11	5	5	-8	7	1.6
CCN(CC)CCNC(=O)COc1ccc(Cl)cc1Cl	-17[20 µM]	51	-17	-5	4	-9	-6	-15	0.14
Fc1ccc(-n2c(Cc3ccccc3)nnc2SCc2nc(-c3cccs3)no2)cc1	-10[20 µM]	2	3	7	0	-17	-2	3	-0.87
Cn1/c(=N\NC(=O)c2ccccc2Cl)sc2ccccc21	-21	25	1	6	-2	-4	-2	4	0.44
C=CCn1c(C(CCCC)CC(C)O)n[nH]c1=S (stereo not drawn)	-10	14[fluorescence artefact?]	5	.	2	1	-3	-6	0.62
Cc1ccc(-n2nnnc2SCC(=O)NC2CCCc3ccccc32)c(C)c1 (stereo not drawn)	-22	2[fluorescence artefact?]	-4	14	1[fluorescence artefact?]	-6	-4	-12	-0.7
C/C(=N\NC(=O)CN1CCN(Cc2ccccc2)CC1)c1ccncc1	-16	0	-8	19	-1	4	-8	0	0.34
COc1ccc(NC(=O)C2CCN(C(=O)Cc3ccccc3)CC2)cc1OC	-19	-1	-9	-2	0	-9	14	-3	0.058
CCOc1ccc(CCNS(=O)(=O)c2c(C)n[nH]c2C)cc1OCC	-22	-7[fluorescence artefact?]	-27	.	-7[fluorescence artefact?]	-7	-4	2	0.47
Cn1c(=O)c2cc(S(=O)(=O)NCCC(=O)NCc3ccccc3Cl)ccc2n(C)c1=O	-11	1	-26	7	1[fluorescence artefact?]	-6	1	-11	0.76
O=C(/C=C/c1c(Cl)nc2ccccn12)N1CCN(c2ccc(F)cc2)CC1	-8	8	1	6	-4	7	-11	-3	-1.6
Cc1ccc(NC(=O)/C(C#N)=C/c2ccccc2C(F)(F)F)cc1	-23	15[fluorescence artefact?]	-13	.	-5	2	-3	-1	0.72
Cc1ccccc1-c1nc(CN2CCC(C(=O)NCCCN3CCCC3)CC2)c(C)o1	-8[20 µM]	-13	-25	1	-7	-14	1	-8	.
O=C(c1ccncc1)c1ccc(NC(=O)c2cccs2)cc1	-6	8	-9	1	0	-11	-10	5	-1.8
O=C(c1cccs1)N1CCc2c([nH]c3ccccc23)C1c1ccc(Cl)cc1 (stereo not drawn)	-14[20 µM]	-5	13	3	11	31*	-21	-19	0.83

Sorted by count of non-hydrogen atoms (falling): 10 of the compounds above.
SMILES	Furin inh	14-3-3 Bad inh	EBV gp42 block	Rad51 HR inh	eIF4E 4G PPI	NCF1 inh	thrombin 1536	hK5 inh	Cl transport mod
Cc1ccccc1-c1nc(CN2CCC(C(=O)NCCCN3CCCC3)CC2)c(C)o1	-8[20 µM]	-13	-25	1	-7	-14	1	-8	.
COc1ccc(NC(=O)C2CCN(C(=O)Cc3ccccc3)CC2)cc1OC	-19	-1	-9	-2	0	-9	14	-3	0.058
O=C(c1cccs1)N1CCc2c([nH]c3ccccc23)C1c1ccc(Cl)cc1 (stereo not drawn)	-14[20 µM]	-5	13	3	11	31*	-21	-19	0.83
C/C(=N\NC(=O)CN1CCN(Cc2ccccc2)CC1)c1ccncc1	-16	0	-8	19	-1	4	-8	0	0.34
CCOc1ccc(CCNS(=O)(=O)c2c(C)n[nH]c2C)cc1OCC	-22	-7[fluorescence artefact?]	-27	.	-7[fluorescence artefact?]	-7	-4	2	0.47
Cc1ccc(NC(=O)/C(C#N)=C/c2ccccc2C(F)(F)F)cc1	-23	15[fluorescence artefact?]	-13	.	-5	2	-3	-1	0.72
O=C(c1ccncc1)c1ccc(NC(=O)c2cccs2)cc1	-6	8	-9	1	0	-11	-10	5	-1.8
Cn1/c(=N\NC(=O)c2ccccc2Cl)sc2ccccc21	-21	25	1	6	-2	-4	-2	4	0.44
CCN(CC)CCNC(=O)COc1ccc(Cl)cc1Cl	-17[20 µM]	51	-17	-5	4	-9	-6	-15	0.14
C=CCn1c(C(CCCC)CC(C)O)n[nH]c1=S (stereo not drawn)	-10	14[fluorescence artefact?]	5	.	2	1	-3	-6	0.62
